Screening data: PubChem BioAssay, National Center for Advancing Translational Sciences (NCATS)
S-ASM inh = Inhibitors of Secretory Acid Sphingomyelinase (S-ASM): qHTS; 0.006% of 340,000 active; placental ASM, HMU-PC fluorogenic substrate, 60 min; Potency, µM (doses to about 57.5 µM), for the others: top-dose activity change, negative = inhibition, hits mostly inhibitors; Sphingomyelin phosphodiesterase (Homo sapiens), P17405; AID 504937, 2011; further: potency means the concentration at half of the fitted maximal effect
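qHTS format. ASM enzyme prepared from human placenta hydrolyses the fluorogenic substrate HMU-PC0 (9 uM final) over 60 min at 37 °C after a 10 min compound preincubation.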
B2AR arrestin = qHTS assay of beta-arrestin-biased ligands of beta2-adrenergic receptor; beta-arrestin recruitment to beta2AR, cell-based reporter; Potency, µM (titrated, usually from 46.1 µM), without a hit: top-dose activation, actives largely listed as activators; Beta-2 adrenergic receptor (Homo sapiens), P07550; AID 492947, 2010; 0.02% of 330,000 active;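 further: potency means the concentration at half of the fitted maximal effect; 0% = DMSO controls and full agonism = EC100 isoproterenol or metaproterenol; nearly all actives have a fitted effect of over 65% in size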
Menin MLL FP TR = qHTS Assay for Inhibitors Targeting the Menin-MLL Interaction in MLL Related Leukemias: Competition With Texas Red Labeled MLL-derived Mutant Peptide; Menin + Texas Red MLL mutant peptide, fluorescence polarization; Potency, µM (series often up to 61.6 µM), inactives show at the top dose FP activity change, negative = inhibition, usual class: inhibitors; 0.23% of 270,000 active; active means well fitted inhibition curve with a large enough effect in the polarisation, with a control signal flat, not every such curve was filed as active; inconclusive means small, poorly fitted or top-dose-only effect, or effect the other way, or a change in a side signal; inactive means no such curve, though single readings can be large or run the other way; the % refers to the polarisation; further: potency means the concentration at half of the fitted maximal effect; % of control where 0% means no effect; many of its hits are not listed in these tables
Target sequence (O00255 whole entry, looked up): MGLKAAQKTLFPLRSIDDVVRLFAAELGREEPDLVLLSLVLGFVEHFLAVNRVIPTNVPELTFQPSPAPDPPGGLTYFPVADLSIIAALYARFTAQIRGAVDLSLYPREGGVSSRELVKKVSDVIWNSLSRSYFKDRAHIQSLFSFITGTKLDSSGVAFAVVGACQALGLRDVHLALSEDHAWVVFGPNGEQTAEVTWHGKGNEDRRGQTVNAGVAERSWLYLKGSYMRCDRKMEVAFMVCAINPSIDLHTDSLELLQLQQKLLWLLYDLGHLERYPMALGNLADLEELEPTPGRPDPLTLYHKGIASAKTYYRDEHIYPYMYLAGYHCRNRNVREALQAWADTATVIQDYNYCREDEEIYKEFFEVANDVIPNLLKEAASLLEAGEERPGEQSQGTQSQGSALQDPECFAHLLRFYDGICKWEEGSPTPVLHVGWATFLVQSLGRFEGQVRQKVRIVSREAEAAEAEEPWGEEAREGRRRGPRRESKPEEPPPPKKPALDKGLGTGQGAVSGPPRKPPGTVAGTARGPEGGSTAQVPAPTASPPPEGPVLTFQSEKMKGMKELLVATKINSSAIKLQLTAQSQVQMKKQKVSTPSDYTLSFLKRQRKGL
Tb PFK inh = qHTS Assay to Find Inhibitors of T. brucei phosphofructokinase; ATP-dependent 6-phosphofructokinase (Trypanosoma brucei brucei), O15648; Potency, µM (top dose mostly 57.5 µM), for the others: at the highest dose activity, negative = inhibition, most hits filed as inhibitors; 0.17% of 330,000 active; AID 485367, 2010; T. brucei PFK, ADP-Glo luminescence;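 further: potency means the concentration at half of the fitted maximal effect; 0% = uninhibited 1x PFK enzyme wells and -100% = no-enzyme wells; nearly all actives have a fitted effect of over 60% in size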
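PFK 1.25 nM, F6P 0.5 mM, ATP 0.1 mM, 0.1 M TEA pH 8.0, 5 mM MgCl2, 0.01% Tween20, 0.1% BSA; 45 min RT. ADP-Glo readout. qHTS titration up to 57 uM; curves fitted, compounds curve-classed.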
Giardia kill = Small Molecules that selectively kill Giardia lamblia: qHTS; activity change, % at 7.66 µM, hits read low; 0.15% of 340,000 active; Giardia lamblia trophozoite viability; in the data active means activity change below about -80%; inconclusive means between about -30% and that limit;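 further: parasites exposed to compound for two days anaerobically before the ATP read; on the % scale 0 is the no-effect control and ±100 the full control effect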
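Compounds were tested on trophozoites seeded at 100 cells/well and held 48 hrs at 37 deg C anaerobically. An ATP-based luminescent kit measured the remaining live cells.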
GALK inhibitor = qHTS Assay for Inhibitors of Human Galactokinase (GALK); P51570; Purified GALK, Kinase-Glo residual ATP luminescence; Potency, µM (series often up to 57.5 µM), for the others: at the highest dose activity change, negative = inhibition, usual class: inhibitors; 0.007% of 270,000 active; AID 1868, 2009; further: potency means the concentration at half of the fitted maximal effect; on the % scale 0 is the no-effect control and ±100 the full control effect
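Galactose (100 uM) and ATP (35 uM) were turned over by 5 nM GALK for 1 h at RT. Kinase-Glo Plus then converted the remaining ATP into a luminescent signal.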
Chronic BCR inh = qHTS Assay to Find Inhibitors of Chronic Active B-Cell Receptor Signaling; ABC-DLBCL IkBa-CBG/CBR reporter, luminescence ratio, 4 h; Potency, µM (doses to about 46.1 µM), inactives show at the top dose ratio change, negative = lower green/red ratio, hits mostly inhibitors; 0.05% of 340,000 active; active means well fitted inhibition curve with a large enough effect in the signal ratio, with a control signal flat, not every such curve was filed as active; inconclusive means small, poorly fitted or top-dose-only effect, or effect the other way, or a change in a side signal; the % refers to the signal ratio;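 further: potency means the concentration at half of the fitted maximal effect; plate controls were basal doxycycline-induced cells for no effect and cells given 10 µM MG132 for full effect; MG132 reads +100%, hits lower the ratio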
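TMD8 ABC-DLBCL cells carrying doxycycline-inducible green luciferase fused to IkappaBalpha plus unfused red luciferase were exposed to compounds (up to 46 uM) for 4 hrs at 37C. Activity came from the overlap-corrected green/red luminescence ratio.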
a7 integrin act = qHTS for Activators of Integrin-Mediated Alleviation for Muscular Dystrophy; alpha7betagal myoblasts, beta-gal FDG fluorescence, 48 h; Potency, µM (doses to about 38.3 µM), inactives show top-dose activation, actives largely listed as activators; 0.064% of 350,000 active;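 further: potency means the concentration at half of the fitted maximal effect; 100% = response of the positive control SU9516; nearly all actives have a fitted effect of over 60% in size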
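alpha7betagal+/- myoblasts (passage 13, 250/well) treated 48 h at 37C with compounds at 1:260 dilution of DMSO stock. Lysed, then beta-galactosidase activity read as FDG fluorescence (ex 480/em 540) after 30 min, with pre-read for autofluorescence.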
Coupling enz = qHTS Assay for Inhibitors of Fructose-1,6-bisphosphate Aldolase from Giardia Lamblia: Coupling assay counterscreen | AID 2472, 2010 | activity change, negative = inhibition, % at 58.2 µM, hits read low | 0.67% of 290,000 active | coupling enzyme system counterscreen, AmpLite Red fluorescence; in the data active means activity change below about -30%; further: on the % scale 0 is the no-effect control and ±100 the full control effect
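Activity here indicates interference with the coupling reaction, not aldolase inhibition. Compounds at 57.5 uM final met coupling enzymes for 10 min at RT; substrate and AmpLite Red detection followed, with a 525/598 nm fluorescence read after 20 min.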
PKM2 activator = qHTS Assay for Activators of Human Muscle isoform 2 Pyruvate Kinase. Pyruvate kinase PKM (Homo sapiens), P14618. purified PKM2, Kinase-Glo ATP luminescence, activation; response scale: 0% is enzyme alone, no compound. Potency, µM (series often up to 57.5 µM), for the others: top-dose activation, hits mostly activators. 0.34% of 260,000 active; further: potency means the concentration at half of the fitted maximal effect; on the % scale 0 is the no-effect control and ±100 the full control effect; nearly all actives have a fitted effect of over 55% in size
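Kinase-Glo luminescence reports ATP generated from ADP (0.1 mM) and PEP (0.5 mM) by purified hPK-M2 after 1 h at room temperature, pH 7.2 imidazole buffer; intermediate enzyme activity allows detecting inhibitors and activators.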
PTAP TSG101 blk = qHTS Assay for Iinhibitors of HIV-1 Budding by Blocking the Interaction of PTAP/TSG101; Tumor susceptibility gene 101 protein (Homo sapiens), Q99816; Fluorescence polarization, FITC-PTAP peptide / Tsg101 binding; Potency, µM (highest dose often 115 µM), without a hit: at the top dose activity change, negative = inhibition, hits mostly inhibitors; 340,000 tested, under 10 active; AID 493005, 2010; active means well fitted inhibition curve with a large enough effect in the main read-out, with a control signal flat, not every such curve was filed as active; inconclusive means small, poorly fitted or top-dose-only effect, or effect the other way, or a change in a side signal; inactive means no such curve, though single readings can be large or run the other way; further: potency means the concentration at half of the fitted maximal effect; % of control where 0% means no effect
Target sequence (Q99816 whole entry, looked up): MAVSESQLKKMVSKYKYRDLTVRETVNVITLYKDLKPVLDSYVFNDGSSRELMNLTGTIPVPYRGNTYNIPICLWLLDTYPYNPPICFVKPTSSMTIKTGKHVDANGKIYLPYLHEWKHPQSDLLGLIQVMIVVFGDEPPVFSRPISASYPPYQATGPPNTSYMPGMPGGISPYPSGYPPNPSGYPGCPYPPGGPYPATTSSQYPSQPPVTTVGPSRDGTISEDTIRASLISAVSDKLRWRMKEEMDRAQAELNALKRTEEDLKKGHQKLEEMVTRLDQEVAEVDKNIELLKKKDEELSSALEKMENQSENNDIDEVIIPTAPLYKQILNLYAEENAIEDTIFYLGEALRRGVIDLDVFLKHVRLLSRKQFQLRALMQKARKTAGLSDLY
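Compounds were pin-transferred onto Tsg101 binding domain (10 uM final) in HEPES pH 7.5 buffer, then FITC-PTAP peptide was added at 50 nM final. After 20 min at RT, polarization reported peptide displacement across a qHTS concentration series.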
* hit, by the source's call; ? = inconclusive; / = no result given; [ ] = another dose, or the depositor's remark. Unless noted, the call rests on the fitted dose curve; in most records, active means well fitted curve in the direction sought with a large enough effect; inconclusive means small, poorly fitted or top-dose-only effect, or another doubt; inactive means no such curve, though single readings can be large; an effect the other way counts as inactive or inconclusive.

SMILES	S-ASM inh	B2AR arrestin	Menin MLL FP TR	Tb PFK inh	Giardia kill	GALK inhibitor	Chronic BCR inh	a7 integrin act	Coupling enz	PKM2 activator	PTAP TSG101 blk
Cc1ccc2sc(NNC(=O)c3cc(=O)c4ccccc4o3)nc2c1C	-19.1%	0.2%	?	-25.1%	10.8	-0.3%	/	-24.6%	-47.1*	-9.5%	-3.1%
Cc1cccc(C)c1OCC(=O)NC1CC1	0.0%	4.5%	/	0.4%	-2.0	-1.3%	4.7%	41.7%	/	9.5%	-0.8%
COC(=O)C1=C(C(=O)OC)[C@@H]2N(Cc3ccccc3)c3ccccc3[C@@]23C[C@@H](CO)N(C(=O)NC2CCCC2)C3=N1	-5.0%	5.4%	/	-7.8%	-17.1	-1.7%	-21.1%	-6.6%	1.1	-4.1%	-1.2%
COc1ccccc1CNC(=O)c1ccc(NS(=O)(=O)c2cccs2)cc1	3.5%	-0.7%	17.5%	-14.3%	10.7	5.7%	?	?	-0.7	28.7%	-1.7%
c1ccc(-n2nnnc2Oc2cccc3cccnc23)cc1	-1.3%	-0.1%	7.9%	9.4%	-5.4	-0.2%	0.8%	8.2%	-11.5	16.1%	-7.3%
CCOc1ccccc1C1N=C(c2ccc(OC)cc2)CC(c2ccccc2O)N1 (stereo unspecified)	-3.2%	-0.4%	15.9%	-4.9%	-22.6	11.5%	?	-48.4%[inhibitor]	3.0	-7.5%	-1.0%
O=C(Nc1nnc(-c2ccco2)o1)c1cccc2ccccc12	2.8%	-0.5%	-29.4%	0.0%	9.3	2.6%	-0.7%	-4.3%	-7.1	13.3%	-8.5%
O=C(Cn1cccc1C(=O)c1ccccc1)NCc1ccc(Cl)cc1	2.5%	-1.0%	19.9%	-13.5%	17.9	-0.7%	-9.3%	0.0%	0.1	5.5%	-4.5%
O=C(CSc1nc(C(F)(F)F)cc(=O)[nH]1)N1CCCC1	2.9%	-0.3%	/	-3.3%	1.0	/	3.6%	12.7%	/	/	-0.2%
COCCNC(=O)CCCCCn1c(=S)[nH]c2ccccc2c1=O	-2.1%	-0.1%	1.0%	-4.5%	1.7	0.5%	-9.4%	0.3%	1.3	2.7%	-1.7%
Cc1ccc(S(=O)(=O)c2ccc(NN)cc2)cc1	14.7%	0.0%	?	6.3%	-17.5	-1.2%	4.9%	-13.9%	-1.3	24.2%	-2.2%
COc1ccc2[nH]c3c(c2c1)CCN1C(=O)C(CC(=O)NCC24CC5CC(CC(C5)C2)C4)C[C@H](C(=O)N2CCOCC2)[C@@]31C (stereo partly specified)	-1.5%	-0.4%	/	-2.0%	19.4	/	-7.0%	-0.8%	/	/	-1.6%
COc1ccccc1NC(=O)COC(=O)c1cc(C)nc2ccccc12	-1.1%	-0.8%	/	0.4%	-1.1	/	?	-18.0%	/	/	1.1%
COc1ccccc1NC(=O)c1ccccc1NS(=O)(=O)c1cccs1	-3.9%	0.3%	?	-1.9%	-2.6	7.1%	4.1%	5.5%	10.0	0.3%	-2.1%
Cc1cccc(NC(=O)CC2SC(=NC3CCCCC3)NC2=O)c1 (stereo unspecified)	-0.5%	-0.4%	-5.8%	4.1%	-6.1	3.1%	?	7.8%	3.1	9.1%	-1.4%
CCC(C)(C)NC(=O)CN(CC1CCCO1)C(=O)CCC(=O)Nc1nccs1 (stereo unspecified)	3.0%	-0.2%	-3.9%	-2.1%	-17.7	2.3%	0.2%	12.1%	-0.7	-2.9%	-0.9%
CC(=O)N1C(c2ccccc2)CC(=O)OC1c1ccc2c(c1)OCO2 (stereo unspecified)	0.8%	-1.1%	-0.7%	-2.5%	-12.0	2.5%	-0.3%	22.9%	4.0	-0.3%	-7.4%
CC(=O)NCCC(=O)NCc1ccc(F)cc1	1.5%	-0.1%	0.1%	2.7%	2.9	0.1%	-1.1%	-13.7%	3.3	-2.9%	-3.4%
O=S(=O)(/N=C/c1c(O)ccc2ccccc12)c1ccccc1	-2.0%	-0.5%	7.2%	2.9%	-10.4	-3.4%	-17.7%	11.9%	-35.9*	-5.6%	-5.4%
Cc1ccc(N(C(=O)Nc2ccccc2)C2=NCC(C)S2)cc1 (stereo unspecified)	-3.3%	0.0%	-3.9%	1.5%	2.8	-0.1%	-3.3%	2.2%	1.8	-9.9%	1.9%
CC(Cc1c[nH]c2ccccc12)C(=O)O (stereo unspecified)	-5.0%	-0.5%	-3.9%	?	-13.6	14.3%	-10.8%	26.8%	1.3	2.5%	-2.1%
CC(CC(=O)NCc1ccc(Cl)cc1)S(=O)(=O)c1ccc2c(c1)NC(=O)CO2 (stereo unspecified)	1.1%	-0.1%	/	-1.4%	-15.3	1.3%	-2.2%	12.5%	/	/	-3.3%
Cc1cc(CNC(=O)c2ccc(C)c([N+](=O)[O-])c2)c2ccccc2n1	-3.8%	-0.3%	8.7%	-2.9%	9.3	1.5%	?	4.4%	2.4	-40.0%	0.0%
CCCCNC(=O)N1CCCC(N(C)CCc2ccc(OC)c(OC)c2)C1 (stereo unspecified)	1.4%	-0.9%	2.9%	1.5%	19.2	-2.5%	2.8%	41.7%	-0.6	1.7%	-2.1%
COc1ccc(N2CCN(CC(=O)c3ccccc3)CC2)cc1	-1.2%	-0.7%	-3.6%	-3.4%	12.0	/	-1.4%	-23.8%	-1.4	/	-0.9%
CCOc1ccccc1CN1CCN(Cc2cc(=O)c3ccccc3[nH]2)CC1CCO (stereo unspecified)	2.6%	-0.5%	-28.8%	-2.0%	-20.1	2.5%	-11.8%	-24.1%	2.2	-4.3%	-4.1%
CC(=O)NC(C)C(=O)OCC(=O)Nc1ccc(Br)cc1 (stereo unspecified)	-2.2%	-1.2%	0.6%	4.3%	4.7	1.0%	1.9%	-9.6%	-3.9	11.1%	-1.9%
Cc1nn2cc(-c3cccc(Cl)c3)cnc2c1Cl	-0.9%	0.2%	0.4%	0.9%	-16.7	4.6%	7.0%	-24.7%	3.3	-6.1%	-1.0%
CC(=O)C1C(c2ccco2)c2c(noc2C)CC1(C)O (stereo unspecified)	2.0%	/	-5.3%	/	7.1	0.4%	/	15.0%[7.66 µM]	0.7	-1.0%	-5.5%
CCO/C(C)=C1\C(=O)N(CC)c2ccccc21	-1.7%	-0.2%	-12.2%	-2.1%	-11.3	-1.0%	-11.7%	-37.3%	3.1	0.4%	-2.7%
CC(NCC1(N2CCOCC2)CCCCC1)C(=O)N1CCc2ccccc21 (stereo unspecified)	5.0%	-0.2%	?	2.5%	5.8	-2.1%	?	0.0%	1.4	6.1%	-6.7%
COc1ccc(-c2nnc3ccc(SCC(=O)N4CCCCCC4)nn23)cc1OC	1.0%	0.3%	?	-12.7%	-2.3	1.7%	-10.1%	-0.5%	2.9	1.8%	-0.5%
CC(=O)Nc1ccc(NC(=O)Cn2c(CC(=O)N3CCCC3)nc3ccccc32)cc1	41.4%	-0.2%	4.1%	1.9%	5.8	11.7%	0.9%	1.9%[7.66 µM]	0.6	5.8%	-7.2%
Cc1c(Cl)cccc1NC(=O)COC(=O)CCc1nc2ccccc2n1-c1ccccc1	2.1%	-1.0%	-7.4%	4.5%	2.2	-4.1%	1.6%	6.9%	8.1	-1.9%	0.9%
CC(C)c1ccc(NC2(C#N)C(=O)Nc3ccccc32)cc1 (stereo unspecified)	-10.3%	-2.0%	0.8%	-2.0%	-6.6	-1.2%	-10.1%	-1.3%	/	6.9%	-4.6%
CC(=O)Nc1nc2ccccc2n1Cc1ccc(Cl)cc1	0.6%	0.0%	/	-6.2%	-18.3	-1.2%	?	-3.2%	-1.0	-11.6%	-2.9%

Only part of the results is shown; rates above refer to the full screens.
